ROC1-CUL1 inh: human ROC1-CUL1 E3 ligase inhibition; inhibition, % at 10 µM; hit rate 0.6% among 140,000; in vitro K48 di-Ub FRET, acceptor:donor ratio, 45 min; P62877+Q13616; in the data active means inhibition above about 25%
Target sequence (P62877 whole entry, looked up): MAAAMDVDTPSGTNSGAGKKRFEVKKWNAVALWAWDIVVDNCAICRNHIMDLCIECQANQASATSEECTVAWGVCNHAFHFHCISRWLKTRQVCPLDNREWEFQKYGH
Target sequence (Q13616 whole entry, looked up): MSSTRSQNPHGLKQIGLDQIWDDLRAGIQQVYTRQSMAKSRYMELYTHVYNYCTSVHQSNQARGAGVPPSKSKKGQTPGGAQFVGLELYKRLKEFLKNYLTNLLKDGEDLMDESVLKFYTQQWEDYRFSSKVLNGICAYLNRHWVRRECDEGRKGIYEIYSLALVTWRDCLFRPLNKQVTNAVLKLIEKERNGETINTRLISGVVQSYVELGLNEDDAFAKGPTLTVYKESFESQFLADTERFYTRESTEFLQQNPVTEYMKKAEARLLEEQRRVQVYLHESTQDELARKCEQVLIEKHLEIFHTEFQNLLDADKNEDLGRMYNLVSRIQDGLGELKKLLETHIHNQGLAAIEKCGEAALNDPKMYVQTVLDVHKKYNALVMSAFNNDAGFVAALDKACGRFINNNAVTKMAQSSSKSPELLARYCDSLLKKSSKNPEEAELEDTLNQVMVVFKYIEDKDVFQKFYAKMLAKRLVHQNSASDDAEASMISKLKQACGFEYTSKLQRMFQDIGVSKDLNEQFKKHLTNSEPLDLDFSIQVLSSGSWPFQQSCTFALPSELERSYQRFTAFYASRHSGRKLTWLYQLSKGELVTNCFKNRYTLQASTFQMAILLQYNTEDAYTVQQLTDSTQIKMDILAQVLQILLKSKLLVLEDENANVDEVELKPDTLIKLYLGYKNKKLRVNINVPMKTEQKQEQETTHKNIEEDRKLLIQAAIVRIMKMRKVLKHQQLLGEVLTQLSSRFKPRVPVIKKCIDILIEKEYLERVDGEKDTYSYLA
* hit, by the source's call. Some of the compounds tested; count on the stated rates, not on these rows.

ROC1-CUL1 inh | Compound
1 | Cc1ccc(NC(=O)c2oc3ccccc3c2NC(=O)C2CCCCC2)cc1
-1 | CCOc1ccccc1NC(=O)C1CCCC1
6 | CCc1noc(C)c1C(=O)NC1CCCCCC1
-7 | COc1c(C)oc2cc(O)ccc2c1=O
2 | O=C(c1cnc2ccccn2c1=O)N1CCC2(CCCN(CC3CCCCC3)C2)C1 (stereo unspecified)
3 | COc1ccc(NCc2cc3cc4c(cc3n(CC(=O)Nc3cc(C)ccc3C)c2=O)OCCO4)cc1
-5 | CCOC(=O)c1cc(-c2ccc(C)cc2)n(CC(=O)NC2CCCCCC2)c1C
2 | O=C(Nc1ccc(Cl)c(Cl)c1)OCCOCCO
-5 | CCOC(=O)C1(Cc2cccc(Cl)c2)CCCN(C(=O)c2ccncc2)C1 (stereo unspecified)
-2 | COc1ccc2oc(=O)n(C)c2c1
-11 | Cc1cc(C)n2nc(CNS(=O)(=O)c3ccc(F)cc3)nc2n1
-1 | O=C(Cc1cccc2ccccc12)Nc1cccc(NC(=O)Cc2cccc3ccccc23)n1
-4 | CCOC(=O)c1c(NC(=S)Nc2ccc(F)cc2)sc2c1CCC2
4 | COc1ccc(NC(=O)CCNS(=O)(=O)c2ccc3c(c2)CCCC(=O)N3)cc1Cl
-7 | COc1cccc(CNC(=O)c2sc3nc[nH]c(=O)c3c2C)c1
-4 | CC(C)(C)c1ccc(C(=O)Nc2ccccc2OC(F)F)cc1
-9 | Cc1cccc(-c2nc3scc(CCNS(=O)(=O)c4ccc(F)cc4C)n3n2)c1
-3 | COc1ccc(/C(C)=N/OCO/N=C(\C)c2ccc(OC)cc2)cc1
-3 | COc1cc(OC)c(Nc2ncnc3onc(-c4cccc(Cl)c4)c23)cc1Cl
-1 | CC1CCC(C(C)C)c2[nH]nc(C(=O)O)c21 (stereo unspecified)
4 | Cc1ccc(NC(=O)CN2C(=O)CC(c3ccc(C)c(C)c3)=Nc3ccccc32)cc1
-5 | COc1cc(/C=C(\C#N)c2nn(-c3ccccc3)c(N)c2C#N)cc(Br)c1OCc1ccccc1
6 | C1CC(C2CCSCC2)CCS1
8 | CC1CCN(C(=O)N2CCN(S(=O)(=O)c3ccc(Cl)cc3)CC2)CC1
-7 | Cc1ccc2c(c1)cc1c(=O)n(Cc3ccc(Cl)cc3)nc(C)n12
0 | COc1ccc(S(N)(=O)=O)cc1C(=O)NCCCN1CCN(c2cccc(Cl)c2)CC1
3 | CC(=O)n1nc(-c2ccc(C)cc2)oc1=O
0 | CC(C)N1CCNC(=O)C1CC(=O)N1CCC(Oc2ccccc2F)CC1 (stereo unspecified)
-2 | O=C(OC1C=CCCC=CC1)c1cc([N+](=O)[O-])cc([N+](=O)[O-])c1 (stereo unspecified)
0 | Cc1ccc(N(C)C(=O)c2cccnc2)c(C(=O)O)c1
-6 | Cc1ccc(NC(=O)CN2C(=O)S/C(=C\c3ccc(N4CCCC4)c(F)c3)C2=O)c(C)c1
2 | COc1cccc(-c2nnc3n(Cc4ccc(C)cc4)c(=O)c4ccccc4n23)c1O
-4 | N#CC1C(=N)OC2=C(C(=O)CC(c3ccco3)C2)C1c1ccc(Cl)cc1 (stereo unspecified)
-7 | CCc1cccc(NC(=O)c2nc(-c3ccncc3)no2)c1
3 | CN1CCN(C(=O)c2c(NC(=O)c3ccccc3F)sc3c2CCC(C(C)(C)C)C3)CC1 (stereo unspecified)
-3 | COc1ccc(-n2[nH]nnc2=S)cc1
0 | CSc1nc2sc3c(c2c(=O)n1C)CCC(C)C3 (stereo unspecified)
-4 | CC1(C)OC(C(=O)NC2CCCCC2)C(C(=O)NC2CCCCC2)O1 (stereo unspecified)
2 | CC(=O)c1ccc(NC(=O)Cn2c3ncccc3c(=O)n2-c2ccc(C)cc2)cc1
-9 | CCOC(=O)C1(Cc2ccc(OC)cc2)CCN(C(=O)C2CCCCCN2C)CC1 (stereo unspecified)
-9 | Cc1cc(C)cc(NC(=O)CSc2oc(-c3ccco3)nc2S(=O)(=O)c2ccc(Cl)cc2)c1
18 | O=C(Cc1ccccc1Cl)NCC1CCCO1 (stereo unspecified)
-4 | C=CCn1c(SCC(=O)N(c2ccccc2)c2ccccc2)nc2ccccc2c1=O
3 | COc1ccccc1CNC(=S)Nc1ccc(Oc2ccccc2)cc1
0 | CN(C)S(=O)(=O)N1CCc2[nH]nc(-c3ccccc3)c2C1
2 | CCn1c(CNC(=O)c2ccccc2F)nnc1SCC(=O)Nc1ccc2ccccc2c1
-11 | COc1nc(NCCN2CCOCC2)nc(OC)n1
4 | CCCCCCNc1ncnc2c1sc1nc(N3CCOCC3)c3c(c12)CCCC3
-3 | COc1cccc(-n2ccnc2SCC(=O)Nc2nc3ccc(C)cc3s2)c1
6 | Cn1ccnc1SCC(=O)Nc1ccc2c(c1)OCCO2

Next section:
ROC1-CUL1 inh | Compound
11 | Cc1ccc(N2C(=O)NC(=O)C3C2=NC(=O)NC3(C(F)(F)F)C(F)(F)F)cc1 (stereo unspecified)
8 | COc1cc(-c2[nH]nc3c2C(c2cc(OC)c(OC)c(OC)c2)C(C#N)C(=N)O3)cc(OC)c1OC (stereo unspecified)
0 | Cc1ccc(NC(=O)CSc2nnc(C(C)NC(=O)c3ccccc3)n2C)c(C)c1 (stereo unspecified)
8 | COc1ccc(NC(=O)c2c(NC(=O)C(F)(F)F)sc3c2CCCCC3)cc1
-2 | Cc1cc(Cl)ccc1NC(=S)N1CCN(C/C=C/c2ccccc2)CC1
-3 | COc1cccc(-n2c(=O)c3sc4ccccc4c3n(CC(=O)Nc3ccccc3OC)c2=O)c1
6 | COc1ccc2c(c1)CCc1c(C(=O)Nc3c(C)nn(Cc4ccccc4C)c3C)noc1-2
7 | Cc1ccc(OCC(=O)Nc2nonc2-c2ccc(C)c(C)c2)cc1C
0 | N#CC1C(=N)Oc2c(ccc3ccccc23)C1c1c(Cl)cccc1Cl (stereo unspecified)
-5 | CNc1nnc(N(C)C)c(=S)o1
2 | O=C(C1CC1)N1CCC(Oc2ccc(C(=O)N3CCCCC3CCCO)cc2)CC1 (stereo unspecified)
-4 | CN(Cc1ccc(F)cc1)S(=O)(=O)c1nnc(NC(=O)c2ccc(F)cc2)s1
-1 | CC(C)c1ccc(NC(=O)C2CCCN(S(=O)(=O)c3cccc4nsnc34)C2)cc1 (stereo unspecified)
2 | CC(C)c1ccc(N2C(=O)CSC23C(=O)N(Cc2cccc(F)c2)c2ccccc23)cc1 (stereo unspecified)
-4 | COc1ccc(CN2C(=O)CCC2Sc2ccccc2)cc1OC (stereo unspecified)
-8 | O=C(CSc1ccc(-c2ccccn2)nn1)Nc1ccc(F)c(F)c1
3 | Cc1c(Cc2c(C)n(CCO)c(=O)n(C)c2=O)c(=O)n(C)c(=O)n1CCO
10 | C(#Cc1ccccc1)CSc1nc2ccccc2s1
-6 | COc1cc(C(=O)Nc2cc(C)c(O)c(-c3nc4cc(Cl)ccc4o3)c2)cc(OC)c1OC
-2 | CCOC(=O)c1c(NC(=O)/C=C/c2ccc(Cl)cc2)sc2c1CCC(C)C2 (stereo unspecified)
2 | CCN1CCN(c2c(S(=O)(=O)c3ccc(C)c(C)c3)cnc3ccc(F)cc23)CC1
11 | CCCCn1c(=N)c(C(=O)N2CCCCC2)cc2c(=O)n3cccc(C)c3nc21
-2 | CCC(=O)N(C)C(c1ccc(N(C)C)cc1)c1nnnn1-c1c(C)cccc1C (stereo unspecified)
0 | COc1cc(C(=O)OCc2cc(=O)n3ccsc3n2)cc(OC)c1OC
-2 | Cc1ccc(-c2nc3cc(Cl)ccc3o2)cc1N=Cc1cc2c(cc1[N+](=O)[O-])OCO2
0 | O=C(Nc1nnc(S(=O)(=O)N2CCCC2)s1)c1ccccc1F
7 | CCOc1ccccc1C(=O)Nc1ccc(S(=O)(=O)N(Cc2ccccc2)c2ccccc2)cc1
2 | O=C(CCCOc1ccc(Cl)cc1Cl)Nc1ccncc1
-3 | C1=CC2C(C1)C1N=NC2C2C3CC(Sc4ccccc4)C(C3)C12 (stereo unspecified)
-3 | O=C(c1ccc2c(c1)OCO2)c1cc2ccccc2o1
2 | CCc1cccc(C)c1NC(=O)c1ccc(CN2CCCC2)cc1
-2 | CC(=O)N1CCN(c2ncccc2CNC(=O)c2cc(CC(C)C)[nH]n2)CC1
-2 | CCc1cc(C(=O)NCCc2cc(=O)[nH]cn2)n(C)n1
-7 | COc1ccc(CCNC2CCN(c3nc(C)c4ccc(S(C)(=O)=O)cc4n3)CC2)cc1OC
0 | Cc1ccc2nc(NCCc3ccc(Cl)cc3)c3nncn3c2c1
7 | O=S(=O)(c1ccc(Cl)cc1)c1nnn2c1nc(N1CCCCC1)c1sccc12
-1 | O=C(COc1ccc(Cl)cc1)OCc1cc(=O)n2nc(C3CC3)sc2n1
8 | COc1cccc(CC(C2CCN(C(=O)c3ccc(F)cc3)CC2)N(C)C(=O)c2ccsc2)c1 (stereo unspecified)
3 | CC(C)C1N=C2c3ccccc3N=C(SCC(=O)NCc3ccc(F)cc3)N2C1=O (stereo unspecified)
3 | N=C1c2ccsc2NC(=O)CN1O
-4 | COc1ccc(Nc2ncnc3cc[nH]c23)cc1
-8 | CCCOC(=O)c1ccc(NC(=O)COc2ccc(-c3ccccc3)cc2)cc1
-4 | CN(c1ccccc1C(=O)Nc1cc(Cl)ccc1Oc1ccccc1)S(C)(=O)=O
0 | CCN(CC)S(=O)(=O)c1ccc2nc(NC(=O)c3ccc(Br)o3)sc2c1
9 | COC(=O)c1ccc(N2CCOCC2)c(NC(=O)CC(C)C)c1
-10 | Cc1ccc(C)c(CSc2cn(CCNC(=O)c3cccs3)c3ccccc23)c1
-4 | C=CCn1c(SCC(=O)c2[nH]c(C)c(C(=O)OC)c2C)nc2scc(-c3ccc(C)o3)c2c1=O
-2 | O=C(CCS(=O)(=O)c1cc2c(cc1Cl)NC(=O)CO2)NCc1ccc(Cl)cc1
3 | CC1=CC(C)(C)N(C(=O)CSc2n[nH]c(-c3ccccc3)n2)c2ccc(C)cc21
12 | CCNC(=O)c1cn(CC(C)C)cc(C(=O)N2CC3(C)CC2CC(C)(C)C3)c1=O (stereo unspecified)

The results go on.
ROC1-CUL1 inh | Compound
11 | CCOC(=O)C1=C(C)N=c2s/c(=C\c3c(C)[nH]c4ccccc34)c(=O)n2C1c1ccccc1OC (stereo unspecified)
9 | COc1ccccc1CC(=O)Nc1cnn(CC(=O)N2CCC(c3cccc(OC)c3OC)C2)c1 (stereo unspecified)
-3 | CCOC(=O)N1CCN(S(=O)(=O)Cc2c(F)cccc2Cl)CC1
-6 | CN(C)c1c(N)[nH]c2c(c1=O)c(=O)n(C)c(=O)n2C
0 | CSC1(c2ccc(C)cc2)CC(C)=C(C)CS1=O (stereo unspecified)
21 | C=CCn1c(=O)n(CC)c(=O)c2cc(OC)c(OC)cc21
2 | COc1ccc(C(=O)Nc2ncc(C(F)(F)F)cc2Cl)cc1
-3 | C=C1C2(C(N)=O)CCC(C2)C1(C)C (stereo unspecified)
7 | CC1=C(C(=O)N2CCCCC2)C(c2ccccc2)n2ncnc2N1 (stereo unspecified)
-6 | O=C(Cc1csc2nc(-c3ccc(F)cc3)cn12)NCc1ccccc1
2 | O=S(=O)(NCCCCNS(=O)(=O)c1ccc(F)cc1)c1ccc(F)cc1
1 | Cc1ccccc1C(CC(=O)N(C)Cc1c(C)nn(C)c1C)c1ccccc1 (stereo unspecified)
14 | CCn1c(SCC(=O)Nc2nnc(SCc3cccc(C)c3)s2)nnc1-c1ccc(N)cc1
-10 | O=C(Cn1nnc2ccccc21)N/N=C/c1cc(Br)ccc1O
4 | COC(=O)c1ccccc1OC(=O)C(C)C
0 | CCOC(=O)c1c(NC(=O)CSc2nnc(N)s2)sc2c1CCCC2
4 | Cc1cccc(OCCSc2nc3ccccc3c(=O)[nH]2)c1
1 | Cn1cc(CN2CCSCC2)c(-c2ccccc2F)n1
-6 | COc1cccc(C(=O)NC(NC(=S)Nc2ccccc2Br)C(Cl)(Cl)Cl)c1 (stereo unspecified)
-4 | COc1ccc(OC)c(-n2cnc3cc(C(=O)NC4CCCC4)ccc32)c1
3 | COc1ccc(OC)c(N2C(=O)CC(N3CCN(c4ccc(F)cc4)CC3)C2=O)c1 (stereo unspecified)
5 | COC(=O)c1c(C(=O)OC)c2n3ccccc3c(C)c(-c3ccccc3)c-2c1N(C)C
4 | CCCN1C(=O)c2ccc(C(=O)Nc3ccc(O)cc3)cc2C1=O
5 | COc1cc(S(=O)(=O)N2CCN(c3ccc(C)c(Cl)c3)CC2)ccc1Cl
-7 | COc1cccc(NS(=O)(=O)c2ccc(-c3cc(C)no3)s2)c1
5 | Cc1nc(C(C)N(C)C(=O)c2cn(C3CCCCCC3)nn2)c(C)s1 (stereo unspecified)
6 | COc1ccc(-n2nnnc2C2(Nc3ccccc3)CCCCC2)cc1
-3 | COc1cccc(NC(=O)c2c(N3CCCC3=O)c3cc(C)ccc3n2C)c1

A portion taken from the entries so far, for reference:
ROC1-CUL1 inh | Compound
14 | CCn1c(SCC(=O)Nc2nnc(SCc3cccc(C)c3)s2)nnc1-c1ccc(N)cc1
-10 | O=C(Cn1nnc2ccccc21)N/N=C/c1cc(Br)ccc1O
4 | COC(=O)c1ccccc1OC(=O)C(C)C
0 | CCOC(=O)c1c(NC(=O)CSc2nnc(N)s2)sc2c1CCCC2
4 | Cc1cccc(OCCSc2nc3ccccc3c(=O)[nH]2)c1
1 | Cn1cc(CN2CCSCC2)c(-c2ccccc2F)n1
-6 | COc1cccc(C(=O)NC(NC(=S)Nc2ccccc2Br)C(Cl)(Cl)Cl)c1 (stereo unspecified)
-4 | COc1ccc(OC)c(-n2cnc3cc(C(=O)NC4CCCC4)ccc32)c1
3 | COc1ccc(OC)c(N2C(=O)CC(N3CCN(c4ccc(F)cc4)CC3)C2=O)c1 (stereo unspecified)
5 | COC(=O)c1c(C(=O)OC)c2n3ccccc3c(C)c(-c3ccccc3)c-2c1N(C)C
4 | CCCN1C(=O)c2ccc(C(=O)Nc3ccc(O)cc3)cc2C1=O
5 | COc1cc(S(=O)(=O)N2CCN(c3ccc(C)c(Cl)c3)CC2)ccc1Cl
-7 | COc1cccc(NS(=O)(=O)c2ccc(-c3cc(C)no3)s2)c1
5 | Cc1nc(C(C)N(C)C(=O)c2cn(C3CCCCCC3)nn2)c(C)s1 (stereo unspecified)
6 | COc1ccc(-n2nnnc2C2(Nc3ccccc3)CCCCC2)cc1
-3 | COc1cccc(NC(=O)c2c(N3CCCC3=O)c3cc(C)ccc3n2C)c1
